# GRK2 inh – blocks RNA aptamer binding to human GRK2; 330,000 tested, 0.59% active; AID 488847; P25098; bead flow cytometry, FAM-aptamer displacement from GRK2; inhibition of aptamer binding, % at 10 µM;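 active = inhibition of aptamer binding above 40%, roughly 3 SD of noise, on plates passing a quality check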;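 note: median bead fluorescence of bound FAM aptamer so fluorescent compounds give negative values; no value below 0 was filed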
# Target sequence (P25098 whole entry, looked up): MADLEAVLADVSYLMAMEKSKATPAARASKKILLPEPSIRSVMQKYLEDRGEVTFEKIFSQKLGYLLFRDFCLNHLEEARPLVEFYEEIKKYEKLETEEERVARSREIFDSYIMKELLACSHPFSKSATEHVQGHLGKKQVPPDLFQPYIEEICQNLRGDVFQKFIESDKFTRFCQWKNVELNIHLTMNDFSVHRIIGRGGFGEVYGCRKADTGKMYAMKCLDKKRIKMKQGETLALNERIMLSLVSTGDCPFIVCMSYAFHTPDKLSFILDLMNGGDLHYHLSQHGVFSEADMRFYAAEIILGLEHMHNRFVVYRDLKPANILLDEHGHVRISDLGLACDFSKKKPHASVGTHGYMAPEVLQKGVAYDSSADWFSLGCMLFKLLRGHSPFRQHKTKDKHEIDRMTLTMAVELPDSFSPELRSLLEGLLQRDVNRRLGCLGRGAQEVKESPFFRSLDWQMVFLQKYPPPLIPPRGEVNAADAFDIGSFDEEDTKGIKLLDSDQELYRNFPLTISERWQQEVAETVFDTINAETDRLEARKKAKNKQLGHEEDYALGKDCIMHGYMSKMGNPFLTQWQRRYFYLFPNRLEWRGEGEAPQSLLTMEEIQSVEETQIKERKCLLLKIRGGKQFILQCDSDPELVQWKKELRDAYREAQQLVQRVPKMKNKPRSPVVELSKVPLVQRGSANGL
# CTSL1 counter – cathepsin L1 inhibition, PFM18AAP counter-screen. 300,000 tested, 0.49% active. inhibition, % at 5.96 µM. recombinant F. hepatica cathepsin L1, Z-Leu-Arg-MCA fluorescence;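 active = inhibition above the mean of all tested compounds plus 3 SD, set per screening campaign, cut at about 17% in these data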;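 note: 0% = plate median of test compound wells and 100% = 1 µM Z-Phe-Ala-diazomethylketone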
# GASC-1 inh – inhibitors of human GASC-1 (JMJD2C) demethylase; Q9H3R0; GST-JMJD2C(1-420) H3K9me3 demethylation, DELFIA europium; inhibition, % at 2.35 µM; 330,000 tested, 0.069% active;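 active = more than half of a compound's replicate wells show inhibition beyond 50%, single wells judged on their own value; inconclusive = some, but no more than half, of replicates pass 50% inhibition; inactive = no replicate passes 50% inhibition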;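 note: signal counts dimethyl H3K9 product captured on neutravidin plate; 0% = median of DMSO wells and 100% = 0.3 times that DMSO median; strong numbers were not always called active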
# Target sequence (Q9H3R0 1-420 limits assumed): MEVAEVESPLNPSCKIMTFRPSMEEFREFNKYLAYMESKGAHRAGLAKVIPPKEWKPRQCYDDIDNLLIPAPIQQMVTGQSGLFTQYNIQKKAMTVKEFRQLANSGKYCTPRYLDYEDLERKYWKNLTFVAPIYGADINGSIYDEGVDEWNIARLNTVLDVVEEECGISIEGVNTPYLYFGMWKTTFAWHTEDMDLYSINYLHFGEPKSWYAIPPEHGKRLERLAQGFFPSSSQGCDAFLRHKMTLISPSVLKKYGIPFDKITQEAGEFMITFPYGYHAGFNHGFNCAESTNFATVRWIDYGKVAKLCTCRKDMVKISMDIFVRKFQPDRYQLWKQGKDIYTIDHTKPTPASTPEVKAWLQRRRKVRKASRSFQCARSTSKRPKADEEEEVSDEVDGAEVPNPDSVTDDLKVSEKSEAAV
# VLA-4 inh – inhibition in a human VLA-4 binding assay; P13612; VLA-4 expressing cells, ligand binding flow cytometry; inhibition, % (about 7 µM as worked out from the volumes in the protocol); 330,000 tested, 0.2% active; AID 2557; in the data active = inhibition above about 50%
# PP5 inh – PP5 (human) phosphatase inhibition. purified PP5c, OMFP substrate fluorescence. 320,000 tested, 0.18% active. P53041. AID 1987. inhibition, % at 6.7 µM;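 active = inhibition above the campaign's mean inhibition across all tested compounds plus 3 SD, cut at about 9.5% in these data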;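 note: 0% = DMSO only and 100% = 100 µM cantharidin control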
# proCasp3 act – procaspase-3 (human) activation; P42574; recombinant procaspase-3 D3A, Ac-DEVD-pNA absorbance 405 nm; activation, % at 8.5 µM; 330,000 tested, 0.11% active;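 active = activation above the mean of all tested compounds plus 3 SD, cut at about 21% in these data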;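 note: 0% = DMSO alone and 100% = DMSO wells spiked with extra 5 µM PC-3 D3A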
#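 Technique: 405 nm absorbance of p-nitroaniline, reads at 0 and 120 min; Test system: Procaspase-3 D3A mutant; Incubation: 1 h enzyme-compound preincubation, then 2 h substrate reaction, 25 °C; Repeats: singlicate, each compound tested once; Benchmarks: low control DMSO wells, high control DMSO plus 5 µM PC-3 D3A.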
# HCV core dimer – blocks dimerization of HCV core protein. inhibition, % at 5 µM. 300,000 tested, 0.33% active. TR-FRET GST/Flag-core106 dimerization, 1536-well;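 active = inhibition above the mean of all tested compounds plus 3 SD, set per screening campaign, cut at about 45% in these data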
#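 Assay system: Tagged HCV core106 pair (GST and Flag) | Buffer or medium: KF-containing HEPES buffer, pH 7.45, DTT, CHAPS, BSA | Also added: Eu donor and XL665 acceptor anti-tag antibodies | Dosing: One concentration, 5 µM, in 0.5% DMSO | Timing: 4 h at 22.5 °C | Technique: TR-FRET 671 and 617 nm emission | Repeats: Singlicate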
# PP1 counter – counter-screen for PP5 inhibitors: inhibitors of human PP1-alpha; P62136; purified PP1alpha, OMFP fluorescence; inhibition, % at 6.7 µM; 320,000 tested, 0.9% active; AID 2235;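 active = inhibition above the mean inhibition of all tested compounds plus 3 SD, computed separately for each screening campaign, cut at about 15% in these data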
# procasp7 counter – counter-screen: procaspase-7 (human) activation | activation, % at 8.5 µM | recombinant procaspase-7, Ac-DEVD-pNA absorbance 405 nm; D23A/D198A/D206A triple mutant, cannot self-cleave; scale: DMSO 0, 5 µM enzyme 100 | 330,000 tested, 0.093% active | AID 463210 | P55210;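 active = percent activation above the screen-wide mean plus 3 SD, cut at about 25% in these data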
#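 buffer or medium = Zinc-free HEPES/NaCl buffer, pH 7.4 | material = Procaspase-7 triple mutant (PC-7 D3A) | input = 2 µM procaspase-7 mutant as dispensed | signal = Epi-absorbance of released pNA at 405 nm, two timepoints | timing = 1 h preincubation, 2 h reaction | replicates = singlicate compound testing | evaluation = % activation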
# * marks the source's active call; other numbers are inactive results; ? = inconclusive; nt = not tested or not shown. Only part of the results is shown; count on the stated rates, not on these rows.
SMILES,GRK2 inh,CTSL1 counter,GASC-1 inh,VLA-4 inh,PP5 inh,proCasp3 act,HCV core dimer,PP1 counter,procasp7 counter
COc1ccccc1N(CC(=O)NC1CCCCC1)C(=O)c1cnn(C(C)C)c1,0,2,-1,3,-1.6,0,-6,-5,1
CN1C(=O)N(C)C(=O)C2(Cc3cc(N)ccc3N3CCN(c4ccccc4F)CC32)C1=O (configuration not stated),2,0,17,-86,1.7,-7,24,23*,-1
Cc1ccc(Cl)cc1N1CCN(CCN)CC1,0,-2,-2,14,0.7,8,-9,2,-1
c1csc(CN2CCNCC2)c1,0,-1,-1,6,-0.4,-4,-1,-4,10
Cc1ccccc1O,5,nt,nt,5,nt,0,nt,nt,10
CCCCCn1c(NC(=O)c2ccco2)c(C(=O)OCC)c2nc3ccccc3nc21,5,3,3,-8,1.1,-14,20,1,-25
Cc1c(C)c2ccc(OCC(=O)N3CCC(C(=O)O)(c4ccccc4)CC3)cc2oc1=O,2,-2,3,-3,0.6,6,5,-12,9
CCOC(=O)C1=C(C)OC(N)=C(C#N)C12C(=O)N(C)c1ccccc12 (configuration not stated),0,0,-2,10,1.4,5,-2,1,1
Cc1ccc(-n2c(O)c(C=NC3CCCC3)c(=O)[nH]c2=O)c(C)c1,0,3,-1,7,1.6,5,-5,6,-3
COC(=O)C1=C(c2ccc3ccccc3c2)C[C@@H]2CC[C@H]1N2C,0,nt,2,6,-0.8,-10,nt,-2,-5
COC(=O)C1=C(c2ccc(Cl)c(C(F)(F)F)c2)C[C@@H]2CC[C@H]1N2C(=O)NCCO,2,nt,-8,4,-0.3,7,nt,-2,8
CCc1ccccc1N1C(=O)/C(=C/c2ccc(N3CCN(C)CC3)o2)C(=O)NC1=S,4,3,-1,-41,1.8,-5,0,0,-27
Cc1ccc(NC(=O)CCNC(=O)N2C[C@H]3C[C@@H](C2)c2cccc(=O)n2C3)c(C)c1,0,1,3,7,1.7,17,1,-6,-4
C/C=C(\C)C(=O)N[C@@H](c1ccccc1)[C@@H](O)C(=O)O[C@H]1C[C@@]2(O)[C@@H](OC(=O)c3ccccc3)C3[C@](C)(C(=O)[C@H](OC(C)=O)C(=C1C)C2(C)C)[C@H](O)C[C@H]1OC[C@@]31OC(C)=O (some centres not stated),0,3,nt,-8,2.6,11,-4,-3,3
c1cc2c(cc1CCNC1C3CC4CC(C3)CC1C4)OCO2 (configuration not stated),0,4,-7,26,0.7,4,4,4,8
CCCC[N+]12CCC(CC1)C(C(O)(c1ccccc1)c1ccccc1)C2 (configuration not stated),1,0,1,-1,-0.1,-3,2,-2,-9
COc1cccc(-c2nc(CS(=O)CC(=O)N3CCC4(CC3)OCCO4)c(C)o2)c1 (configuration not stated),18,-4,-2,2,-2.4,-1,2,-1,0
CC(O)(CS(=O)(=O)c1cccc(C(F)(F)F)c1)C(=O)Nc1cccc(C(F)(F)F)c1 (configuration not stated),0,3,5,3,1.9,3,-4,4,-2
COc1cc2c(cc1O)C[C@H]1c3c(cc(O)c(OC)c3-2)CCN1C,0,1,nt,11,2.5,11,-3,-3,11
Cc1nc2c(-c3ccc(F)cc3)c(C)nn2c(C)c1CCC(=O)N1CCC2(CC1)OCCO2,0,-3,5,21,3.9,-1,-1,1,11
N#Cc1cc(F)c(N2CCNCC2)cc1Cl,0,1,?,-1,-1.3,-4,0,-3,3
Cc1ccsc1C(=O)C1CCCN(Cc2ccccc2O)C1 (configuration not stated),2,-2,-27,21,-0.5,-8,-2,0,15
CC(=O)Nc1ccccc1C(=O)OCC(=O)Nc1ncccn1,1,-7,1,19,1.2,1,-1,0,8
C=CCn1c(O)c(C(CC)=NCC2CCCO2)c(=O)[nH]c1=O (configuration not stated),2,2,7,14,0.4,7,-5,-5,7
Cc1cccc(N=Cc2c(O)n(C)c(=O)n(C)c2=O)c1,5,3,-22,7,2.3,3,-8,0,-17
# (more compounds)
SMILES,GRK2 inh,CTSL1 counter,GASC-1 inh,VLA-4 inh,PP5 inh,proCasp3 act,HCV core dimer,PP1 counter,procasp7 counter
COc1ccc(N=C2SCCCN2C)cc1,0,-3,-25,10,0.6,7,-1,-1,-1
O=C(NC1CCCCC1)N1C[C@H]2C[C@@H](C1)c1cccc(=O)n1C2,1,-3,4,12,-0.8,14,2,-4,0
CN1C(=O)C(C2c3ccccc3C(=O)N2Cc2ccc([N+](=O)[O-])cc2)C(=O)N(C)C1=O (configuration not stated),2,-3,8,14,-0.5,6,4,-4,5
Cc1cccc(-n2c(O)c(/C=C3/C(c4ccccc4)=Nc4ccccc43)c(=O)[nH]c2=O)c1,8,-4,-5,0,4.9,-10,-16,3,-11
Cc1c(C(=O)Nc2ccccc2)cc(-c2ccccc2)n1CCCN1CCOCC1,0,2,-25,-1,-0.5,-3,2,-1,0
CN1CCN(C(=O)COc2ccc(Oc3ccccc3)cc2)CC1,0,-5,7,5,-2.8,5,-2,3,9
CSc1ccc(C(=O)C2CCCN(CCCn3cccn3)C2)cc1 (configuration not stated),1,0,9,8,1.5,-3,1,-5,9
CC(=O)O[C@H]1CCC2C3CCC4=CC(=O)CCC4=C3C=C[C@@]21C (some centres not stated),3,-3,-1,-10,1.6,2,3,2,4
O=C(COC(=O)c1ccccc1)Nc1ccc(Cl)cc1C(=O)c1ccccc1,3,0,4,-3,0.7,-2,8,-1,8
CC(NCc1ccc(Cl)c(Cl)c1)C(O)c1ccccc1 (configuration not stated),1,0,-2,-1,-0.2,4,-6,-1,-4
CC(C)c1cc(Br)c(NC(=O)Nc2cccnc2)c(Br)c1,0,4,14,3,1.4,-1,1,9,7
C[C@]12CC[C@H]3[C@@H](CCC4=CC(=O)CC[C@@]43O)[C@@H]1CCC2=O,0,11,-25,-13,0.5,4,-12,-10,1
C[C@]1(O)CCC2C3CC[C@@H]4CC(=O)CC[C@]4(C)C3CC[C@@]21C (some centres not stated),0,nt,-10,-2,nt,2,nt,nt,10
Cc1sc2ncn(CC(=O)NCCCC(=O)N3CCC4(CC3)OCCO4)c(=O)c2c1C,0,2,nt,-1,0.2,7,-2,3,0
CC(C)n1c(=O)c(C=Nc2ccc(S(N)(=O)=O)cc2)c(O)n(Cc2ccco2)c1=O,2,3,-9,9,0.5,-3,7,0,-8
CCCN1CCC[C@H](c2cccc(O)c2)C1,4,-4,nt,21,2.5,-2,-2,2,-5
CC(=O)Nc1ccc(C(=O)OCC(=O)Nc2ccc(Cl)cc2C(=O)c2ccccc2)cc1,0,-7,-10,23,-3.2,-5,-13,-7,-7
COc1cccc(OC)c1CN1CCCC(C(=O)c2cccc(Cl)c2)C1 (configuration not stated),0,1,4,10,-0.3,12,3,-3,12
CCOC(=O)c1c(C)n(Cc2ccccc2)c2ccc(OCC(O)CNC(C)(C)C)cc12 (configuration not stated),12,-1,-7,2,0.2,0,-10,8,7
CCOC(=O)C1(CCc2ccccc2)CCN(Cc2ccc3c(c2)OCCO3)CC1,0,2,-13,7,2.8,1,-5,1,0
CC(Cc1ccccc1)NC(=O)/C=C/C(=O)O (configuration not stated),0,-1,-2,6,0.8,3,1,-1,-3
COC(=O)C1=C(c2ccc(F)cc2OCc2ccccc2)C[C@@H]2CC[C@H]1N2C(=O)NCc1ccc(C(C)(C)C)cc1,1,nt,-2,12,3.9,3,nt,-2,8
O=C(c1ccccc1)N1CCC2(CC1)OCCO2,2,-1,-2,4,7.2,6,0,-2,2
Cc1cc(NC(=O)COC(=O)c2c(C)nn(Cc3ccccc3Cl)c2C)no1,3,0,-5,-12,4.5,-4,4,0,-3
COc1cc(C(=S)N2CCOCC2)cc(OC)c1OC(=O)Cc1ccccc1,0,-2,0,7,3.4,0,-16,3,-2

# Some of the entries so far, with bars between the fields:
Compound | GRK2 inh | CTSL1 counter | GASC-1 inh | VLA-4 inh | PP5 inh | proCasp3 act | HCV core dimer | PP1 counter | procasp7 counter
c1csc(CN2CCNCC2)c1 | 0 | -1 | -1 | 6 | -0.4 | -4 | -1 | -4 | 10
Cc1ccccc1O | 5 | nt | nt | 5 | nt | 0 | nt | nt | 10
CCCCCn1c(NC(=O)c2ccco2)c(C(=O)OCC)c2nc3ccccc3nc21 | 5 | 3 | 3 | -8 | 1.1 | -14 | 20 | 1 | -25

# One compound at a time, as listed above. Values in the order: GRK2 inh, CTSL1 counter, GASC-1 inh, VLA-4 inh, PP5 inh, proCasp3 act, HCV core dimer, PP1 counter, procasp7 counter
# `N#Cc1cc(F)c(N2CCNCC2)cc1Cl` is entered as 0, 1, ?, -1, -1.3, -4, 0, -3, 3
# `O=C(NC1CCCCC1)N1C[C@H]2C[C@@H](C1)c1cccc(=O)n1C2` is entered as 1, -3, 4, 12, -0.8, 14, 2, -4, 0

# Continuation.
SMILES,GRK2 inh,CTSL1 counter,GASC-1 inh,VLA-4 inh,PP5 inh,proCasp3 act,HCV core dimer,PP1 counter,procasp7 counter
COc1ccccc1CCNCc1ccc(OC)c(OC)c1OC,0,9,7,10,0.3,4,-6,3,2
N#CCCn1cc(C(=O)Nc2ccc([N+](=O)[O-])cc2)c(-c2ccccc2)n1,2,0,3,-2,-0.4,0,-5,0,2
COc1cccc(C2(O)CCSCC2CN(C)C)c1 (configuration not stated),3,-3,-7,-2,1.1,-7,1,-1,0
CCCC(=O)Nc1ccc(N2CCN(CC)CC2)c(Cl)c1,0,0,-18,18,3.2,-3,-6,3,11
c1ccc(Cn2ccnc2)cc1,0,5,-10,9,-0.5,8,-3,-3,1
COc1cc(C(O)CN)ccc1O (configuration not stated),2,2,nt,19,-2.2,1,-2,-4,0
CC1CN(CCc2ccccc2)CC(C)O1 (configuration not stated),0,-2,-12,11,1.4,2,2,-3,-6
Nc1c2c(nc3sc4c(c13)CCCC4)CCCCC2,0,-5,5,3,3.1,-2,-5,4,1
CCCN1CCC(NC2CCC(O)CC2)CC1 (configuration not stated),0,1,8,4,3.7,-10,-8,5,-1
COC(=O)C1=C(c2cccc(C#N)c2)C[C@@H]2CC[C@H]1N2C(=O)NCCOc1ccccc1Cl,0,nt,7,0,-0.2,-2,nt,-1,4
O=c1[nH]c(=O)n(Cc2ccco2)c(O)c1C=NCc1ccc2c(c1)OCO2,0,2,-1,-4,0.5,0,-95,-4,10
CCOc1ccc(C(=O)OC2CC3CCC(C2)N3C)cc1 (configuration not stated),0,-3,5,-6,1.3,-1,0,-1,-2
CC(=O)N1CCN(c2ccc([N+](=O)[O-])cc2C=C2C(=O)NC(=O)NC2=O)CC1,0,8,?,-27,-0.6,10,0,-1,-14
C=CCc1cc(OC)c2c(c1)OCO2,0,-2,nt,13,-0.3,-7,3,-6,-5
C=CCN(CC#CCOc1ccccc1OC)CC=C,0,1,-2,26,3.4,-1,-1,0,10

# High-throughput results: PubChem, several laboratories
